FXIa inh mix = inhibitors of human coagulation factor XIa, pooled mixtures | P03951 | purified FXIa, fluorogenic substrate | inhibition, % at 5 µM | hit rate 0.19% among 62,000 | AID 680;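 note: each value is inhibition by a whole ten-compound pool holding the compound; 0% = enzyme with no mixture and 100% = wells lacking enzyme; strong numbers were not always called active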
CatS block = inhibitors of human cathepsin S; P25774; recombinant cathepsin S, AMC dipeptide fluorescence, pooled mixtures; inhibition, %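 (tested at 5 µM per compound within 10-compound mixtures)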; hit rate 0.06% among 62,000; in the data active = inhibition above about 32%, passing the limit was not always enough;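 note: 0% = enzyme without compound and 100% = blank without enzyme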
PKA kinase inh = blocks human protein kinase A activity | P17612 | PKA Kemptide phosphorylation, Kinase-Glo ATP luminescence | inhibition, % at 6 µM | hit rate 0.1% among 65,000;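 active = inhibition above the screen-wide mean inhibition plus 3 SD, cut at about 21% in these data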; note: many of its hits are not listed in these tables
JNK3 inh = JNK3 (human) kinase inhibition | P53779 | purified JNK3 kinase activity, HTS | inhibition, % at 8 µM | hit rate 0.61% among 60,000 | AID 746; in the data active = inhibition above about 17%;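 note: 0% = DMSO and 100% = reference inhibitor; many of its hits are not listed in these tables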
C1s block = human complement C1s inhibition; P09871; purified C1s, fluorogenic AMC substrate, pooled mixtures; mean inhibition % of two 10-compound mixtures (active compounds read high), % at 5 µM (by protocol); hit rate 0.16% among 62,000; AID 538;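 active = inhibition above 20% in each of the two 10-compound mixture wells holding the compound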;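 note: 0% = enzyme wells lacking compound mixture and 100% = no-enzyme blank wells; some compounds called inactive have numbers as strong as hits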
ROCK2 blocker = ROCK2 (human) kinase inhibition; hit rate 0.35% among 60,000; AID 604; inhibition, % at 6 µM; purified ROCK2, Kinase-Glo ATP depletion luminescence;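 active = inhibition above the screen-wide mean inhibition plus 3 SD, cut at about 18% in these data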;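 note: plate controls were DMSO wells for no effect and Y-27632 control wells after no-enzyme background subtraction for full effect; many of its hits are not listed in these tables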
Target sequence (O75116 whole entry, looked up): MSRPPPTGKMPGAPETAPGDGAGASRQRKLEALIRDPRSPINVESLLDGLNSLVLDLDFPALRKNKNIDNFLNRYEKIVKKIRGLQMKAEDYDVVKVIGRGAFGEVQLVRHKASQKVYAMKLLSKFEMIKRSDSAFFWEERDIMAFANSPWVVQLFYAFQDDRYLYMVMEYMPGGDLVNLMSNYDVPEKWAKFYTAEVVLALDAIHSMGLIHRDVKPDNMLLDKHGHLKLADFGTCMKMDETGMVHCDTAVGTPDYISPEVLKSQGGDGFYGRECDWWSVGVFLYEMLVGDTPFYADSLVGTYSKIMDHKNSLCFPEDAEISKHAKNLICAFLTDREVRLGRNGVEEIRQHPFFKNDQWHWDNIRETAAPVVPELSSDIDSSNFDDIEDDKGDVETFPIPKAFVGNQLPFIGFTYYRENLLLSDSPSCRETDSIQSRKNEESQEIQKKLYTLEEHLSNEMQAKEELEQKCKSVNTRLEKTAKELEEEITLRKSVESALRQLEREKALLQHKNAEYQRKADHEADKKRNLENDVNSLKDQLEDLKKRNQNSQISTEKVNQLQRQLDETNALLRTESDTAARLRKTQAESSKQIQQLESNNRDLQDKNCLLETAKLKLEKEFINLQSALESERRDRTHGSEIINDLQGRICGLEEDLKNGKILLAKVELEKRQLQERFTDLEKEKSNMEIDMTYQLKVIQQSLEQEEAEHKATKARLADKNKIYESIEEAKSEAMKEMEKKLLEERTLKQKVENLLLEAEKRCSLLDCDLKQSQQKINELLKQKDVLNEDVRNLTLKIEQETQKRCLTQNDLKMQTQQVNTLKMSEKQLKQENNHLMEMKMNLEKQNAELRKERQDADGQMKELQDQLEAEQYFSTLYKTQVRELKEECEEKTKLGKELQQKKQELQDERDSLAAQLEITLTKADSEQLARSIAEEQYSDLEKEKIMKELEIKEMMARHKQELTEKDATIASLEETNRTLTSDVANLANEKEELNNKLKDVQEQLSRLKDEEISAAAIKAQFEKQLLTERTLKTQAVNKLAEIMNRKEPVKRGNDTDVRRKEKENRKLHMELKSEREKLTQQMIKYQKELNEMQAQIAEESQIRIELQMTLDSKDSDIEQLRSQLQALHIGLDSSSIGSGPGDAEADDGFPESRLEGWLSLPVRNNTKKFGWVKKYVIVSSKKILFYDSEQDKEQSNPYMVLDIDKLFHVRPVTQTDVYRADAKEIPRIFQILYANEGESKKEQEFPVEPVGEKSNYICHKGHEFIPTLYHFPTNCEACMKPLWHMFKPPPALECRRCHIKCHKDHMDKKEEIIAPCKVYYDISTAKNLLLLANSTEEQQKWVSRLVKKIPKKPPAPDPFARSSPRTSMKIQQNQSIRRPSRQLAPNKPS
FXIIa mix inh = inhibitors of human coagulation factor XIIa, pooled mixtures; P00748; purified FXIIa, fluorogenic substrate; inhibition, % at 5 µM; hit rate 0.2% among 62,000;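 note: 0% = enzyme without compound and 100% = no enzyme blank; some results filed as inactive read as strong as hits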
CatG inh = blocks human cathepsin G enzyme activity. inhibition, % at 5 µM (by protocol). AID 581. purified enzyme, AMC-tetrapeptide fluorescence, pooled mixtures. hit rate 0.2% among 62,000;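 active = inhibition above 20% in each of the two mixture wells holding the compound; inactive = inhibition of 20% or less in either well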;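 note: 0% = enzyme control without mixture and 100% = blank lacking enzyme; strong numbers were not always called active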
CatL block = blocks human cathepsin L protease activity; P07711; purified cathepsin L, fluorogenic substrate, fluorescence; hit rate 0.17% among 58,000; AID 460; inhibition, %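 (tested at 10 µM)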; in the data active = inhibition above about 45%;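 note: 0% = enzyme with no compound and 100% = no enzyme blank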
* hit, by the source's call; / = not tested or not shown. Cut-off read from the data, not from the text of the source, unless noted: active = inhibition above about 20% (passing the limit was not always enough); inactive = the rest. An unsorted share of the library. Share with any hit: about 1.5%.

Structure,FXIa inh mix,CatS block,PKA kinase inh,JNK3 inh,C1s block,ROCK2 blocker,FXIIa mix inh,CatG inh,CatL block
COc1ccc(S(=O)(=O)NCC2CCC(C(=O)NCc3ccco3)CC2)cc1 (centres undefined),2,-13,14,0,-13,7,-20,6,8
CCOC(=O)Nc1sc(NS(=O)(=O)c2ccccc2)nc1C,3,3,-3,0,17,1,-2,11,2
COc1ccccc1CC(=O)NC1CC(C)(C)NC(C)(C)C1,9,-3,-2,-8,15,-3,4,10,1
O=C(Nc1cccc2c1CCCC2)C1CCCN(S(=O)(=O)c2cccc3nonc23)C1 (centres undefined),-9,-1,2,/,-68,/,6,-1,4
CCC(c1nnnn1C1CCCC1)N1CCN(C(=O)c2ccco2)CC1 (centres undefined),0,5,8,-1,2,5,-15,7,9
Cc1cc(C(=O)CN2C(=O)NC(c3ccccc3)(c3ccccc3)C2=O)c(C)n1Cc1ccco1,10,17,-6,-6,17,-1,-16,15,12
O=C(Cc1ccc(Cl)c(Cl)c1)OCC(=O)c1ccc[nH]1,4,-4,5,0,-17,4,6,-5,2
CSc1ncccc1C(=O)OCc1ccccc1F,1,23,7,0,-17,2,9,-8,2
CCCn1c(SCC(=O)Nc2cccc(C)n2)nnc1-c1ccco1,1,12,-1,5,-49,0,8,6,6
FC(F)(F)c1cc(-c2ccco2)nc(NCc2ccccc2)n1,3,-5,9,/,-2,/,7,7,-1
Cc1nc(-c2ccccc2O)n(S(=O)(=O)N(C)C)n1,5,8,3,2,11,2,6,8,9
CCCCc1[nH]c(=O)c(C#N)c2c1CSC(C)(C)C2,/,/,5,2,/,5,/,/,19
CC1CC(C)(C)NCCNC(C)CC(C)(C)NCCN1 (centres undefined),2,9,6,0,10,3,4,8,16
O=C1CCC(C(=O)NCCCn2ccnc2)N1 (centres undefined),-1,-2,8,-5,-23,-4,1,-15,-1
CCc1cccc(C)c1NC(=O)CCCC(=O)O,9,-7,5,/,15,/,2,10,/
CC(C)=CCC(C)(C)C1OCCN1C(=O)Nc1ccccc1 (centres undefined),-5,-3,8,5,-16,-1,9,-8,-3

Ordered by the number under PKA kinase inh (falling): some entries from above.
canonical_smiles	PKA kinase inh
CCC(c1nnnn1C1CCCC1)N1CCN(C(=O)c2ccco2)CC1 (centres undefined)	8
COc1ccccc1CC(=O)NC1CC(C)(C)NC(C)(C)C1	-2
CCOC(=O)Nc1sc(NS(=O)(=O)c2ccccc2)nc1C	-3

(continued)
Structure,FXIa inh mix,CatS block,PKA kinase inh,JNK3 inh,C1s block,ROCK2 blocker,FXIIa mix inh,CatG inh,CatL block
CCCOc1ccc2ccccc2c1/C=N/n1cnnc1,4,-2,5,7,4,3,3,-2,-4
COc1ccccc1C(=O)NCC(=O)n1nc(C)cc1C,/,/,2,2,/,4,/,/,1
Cc1sc2ncnc(SCC#N)c2c1C,10,-8,-2,2,3,0,-7,-4,13
CC(C)c1cc(C(=O)NCc2ccco2)no1,8,-5,-1,1,8,1,3,12,2
COc1cc(NC(=O)CN2C(=O)c3ccccc3S2(=O)=O)c(OC)cc1Cl,14,-7,10,2,2,7,-13,0,2
Cc1cc(C)cc(NC(=O)N2CCC(NC(=O)c3ccc(F)cc3)CC2)c1,2,3,6,1,4,6,3,12,15
O=C(NCc1cccs1)C1CCN(c2nccs2)CC1,0,6,9,2,-3,8,8,0,17
Cc1csc(NC(=O)CN2CCCCCC2)n1,-7,2,4,0,-26,1,7,-5,27
Cc1[nH]c(=O)[nH]c(=O)c1S(=O)(=O)N1CCC(C(=O)N2CCN(Cc3ccccc3)CC2)CC1,9,7,5,/,1,/,4,-2,4
CC(=O)c1cnc(Nc2nc(C)c3cc(C)ccc3n2)nc1C,-3,-6,6,0,-41,7,-4,7,-6
Cc1ccc(S(=O)(=O)Cn2nnnc2C(CC(C)C)N2CCN(c3ccc(F)cc3)CC2)cc1 (centres undefined),10,0,15,0,5,-2,1,2,-14
O=S(=O)(c1ccc2c(c1)OCCO2)N1CCN(c2nc3ccccc3s2)CC1,3,-1,-4,2,-2,-4,-21,0,-15
CCC[C@@H]1C[C@@H](C(=O)N[C@H]([C@@H](C)O)[C@H]2O[C@H](SC)[C@H](O)[C@@H](O)C2O)N(C)C1 (some centres undefined),11,6,0,-3,-9,3,2,3,14
CS(=O)(=O)N(CC(=O)Nc1cccc(F)c1)Cc1ccccc1,-1,6,8,3,6,3,-1,10,21
CCOC(=O)c1ccc(N2C(=O)CC(C3CCCO3)C2=O)cc1 (centres undefined),-4,1,2,1,-49,-8,3,-17,12
Cc1ccc(-c2nc(CS(=O)(=O)CC(=O)N3CCc4ccccc4C3)c(C)o2)cc1,-1,10,1,-1,1,4,-10,10,18
COCC(C)n1c(C)cc(C(=O)COC(=O)c2c(C)nn(-c3ccccc3)c2C)c1C (centres undefined),3,-4,6,0,-31,0,7,0,-1
CCN(CC)P(=O)(/C(Cl)=C\Nc1c(C)n(C)n(-c2ccccc2)c1=O)N(CC)CC,-2,1,9,4,3,6,5,9,14
CCC(=O)Nc1ccc(NC(=O)c2ccccn2)cn1,4,8,7,-4,6,1,7,7,7
CC1CC(C)CN(c2ncc3c(n2)CC(c2ccc(Cl)cc2)CC3=O)C1 (centres undefined),-2,30,8,0,-29,7,3,2,-1
O=C(COC(=O)c1ccc(S(=O)(=O)N2CCOCC2)cc1)NC1CCCC1,4,-1,10,5,-10,8,15,-3,3
CCN1CCN(C(=O)c2nn(-c3ccc(C)cc3)c(=O)c3c2c2ccccc2n3C)CC1,9,10,2,-1,-14,-3,5,20,1
O=C(OCC#CCSc1nc2ccccc2s1)c1ccco1,-2,4,-3,-7,5,-2,-18,1,-3
CN(C)/C=N/c1c(C#N)nnn1Cc1ccccc1,-9,2,11,7,-24,5,2,-3,10
CCCSC1=C(C#N)C(c2ccccc2C)CC(=O)N1 (centres undefined),7,-1,8,-4,8,4,-18,6,2
Cc1cc(N2CCC(C(=O)NCC3CC3)CC2)nc(-c2ccccc2)n1,5,5,2,3,7,-1,3,13,-2
CCSC1=C(C#N)C(c2ccc(F)cc2)CC(=O)N1 (centres undefined),-3,-10,-6,-7,-15,-1,4,4,-1
CCC1C(=O)n2nc(-c3ccccc3)cc2N=C1C (centres undefined),0,-3,4,-5,2,2,0,2,0
O=C1C=C(OCc2ccccc2)CN1,-4,10,12,-1,1,3,2,16,6
c1ccc2c(c1)oc1c(NCc3ccc4c(c3)OCO4)ncnc12,2,9,10,-6,16,4,-13,11,14
COc1ccc(CCNC(=O)c2cc3ccccn3n2)c(OC)c1OC,11,-3,4,-1,3,8,1,-2,-5
O=C1CCCC/C1=C\Nc1ccc(Cl)cn1,1,6,-1,/,-8,/,-3,-1,-2
Cc1cccc(OCc2nnc(SCC(=O)N3CCCC3)n2C)c1,6,9,-1,2,4,6,-39,0,20
O=C(O)CCc1ccc(-c2cccs2)n1NC(=O)c1ccc(Cl)cc1,2,-4,/,/,0,/,-11,1,/
Cc1ccc2cc3cc(C(=O)NCCCN4CCc5ccccc5C4)oc3nc2c1,8,-2,2,-2,1,0,3,14,/
COC(=O)c1ccccc1NC(=O)c1cc(OC)cc(OC)c1,9,-10,1,9,14,4,5,8,-14
CN1CCC2(CC1)C1CN(C)CC=C1C(C#N)=C(N)C2(C#N)C#N (centres undefined),6,-2,4,0,-10,3,-1,10,-2
Cc1onc(-c2ccccc2)c1C(=O)Nc1ccccc1N1CCOCC1,0,-3,3,-2,2,2,-9,6,-5
O=C(C1CCN(S(=O)(=O)c2ccc(F)cc2)CC1)N1CC=C(c2ccccc2)CC1,10,-1,4,/,-10,/,-36,-5,1
CCn1c2ccccc2c2cc(NC(=O)Cc3ccc(S(=O)(=O)N4CCOCC4)s3)ccc21,4,9,11,4,-3,7,5,-1,-4
Cc1ccccc1NC(=O)c1ccccc1O,8,9,2,-1,10,8,9,10,3
C=CCn1c(SCC(=O)NCC(=O)OCC)nnc1-c1ccccn1,4,2,8,0,5,1,9,1,/
NC(=O)C1CCN(C(=O)CSc2nc3c(c(-c4ccccc4)n2)CCCC3)CC1,-9,0,9,1,-33,2,10,-7,4
COc1ccccc1CCNC(=O)C1CCCO1 (centres undefined),3,3,-1,-6,5,-10,2,-3,7
CCOc1ccc(Br)cc1CC(=O)O,2,16,0,2,-49,-12,7,-12,16
O=C(Cc1ccccc1)N1CCC(C(=O)N2CCN(c3ccc(F)cc3)CC2)CC1,3,-2,0,/,16,/,-4,5,3
CCOc1cc(NC(=O)c2ccco2)c(OCC)cc1NC(=O)CCc1ccccc1OC,10,1,9,0,-3,4,0,10,-1
COc1ccc(CCNC(=O)CN(C2CCCCC2)S(C)(=O)=O)cc1OC,8,-3,2,1,0,5,3,-1,-3
Cn1c(SCC(=O)NCCN2C(=O)CSC2=O)nc2ccccc2c1=O,4,4,4,0,0,3,4,4,8
O=C(Nc1ccc2c(c1)CCC2)C1CCCO1 (centres undefined),-2,11,5,8,3,6,-13,13,12
O=C(COc1cccc(-n2cnnn2)c1)N1CCOCC1,-3,-5,10,-3,-5,4,-19,11,/
Cc1ccc2c(c1)N(CCCC(=O)NCc1cccnc1)C(=O)CO2,-29,-23,9,8,-113,4,-11,-22,/
COc1ccccc1Cc1nc(-c2ccc(Br)o2)no1,2,12,5,3,-2,1,2,8,16
Cc1cc(C)cc(N(CC(=O)NCC2CCCO2)C(=O)CN2C(=O)COc3ccccc32)c1 (centres undefined),6,-7,8,0,1,6,3,-2,-5
CCN(CC)CCNC(=O)CCc1n[nH]c(=O)c2ccccc12,11,-3,2,4,12,4,1,8,-1
CCC1(C)Cc2c(C#N)c(N)n(N)c(=S)c2CO1 (centres undefined),-7,-1,8,-60,-29,8,3,6,-2

Going on with the list.
Structure,FXIa inh mix,CatS block,PKA kinase inh,JNK3 inh,C1s block,ROCK2 blocker,FXIIa mix inh,CatG inh,CatL block
O=C(c1ccccc1)c1nc[nH]c1C(=O)Nc1ccccn1,38,16,4,18*,10,10,4,27,6
COc1ccc(OC)c(NC(=O)Nc2cccc(Cn3cccn3)c2)c1,9,0,2,3,4,9,6,1,-6
Cc1ccc(-n2ncc3c(=O)n(CC(=O)NC4CCCC4)cnc32)cc1C,10,-8,11,3,14,5,4,8,2
Cc1c(CNC(=O)c2cnn3c2NC(c2ccccc2)CC3C(F)(F)F)cnn1C (centres undefined),1,0,7,0,4,8,2,-4,17
O=C(O)c1cc2n(n1)C(C(F)(F)F)CC(c1ccccc1)N2 (centres undefined),/,/,10,-5,/,10,/,/,15
CSc1nsc(SCC(=O)N2CCc3ccccc32)n1,4,-7,0,-8,10,0,4,3,-5
O=C(O)c1cccc(Cn2cc(Br)cn2)c1,8,15,-3,-2,10,-2,9,10,-5
COc1ccc(-c2nc(N3CCCC3)nc3nn4c(C)cc(C)nc4c23)cc1,6,2,8,-10,6,4,3,8,7
CCOC(=O)C1CCN(C(=O)c2n[nH]c(=O)c3ccccc23)CC1,1,7,4,-3,-17,4,5,1,15
CCOC(=O)C1=C(C)NC2=C(C(=O)c3ccccc32)C1c1cccnc1 (centres undefined),0,1,-5,-10,2,-6,3,-2,1
O=C(CCn1c(=O)oc2ccccc21)NCc1ccco1,-3,3,-6,1,-5,1,6,-4,13
CSc1ncccc1C(=O)OCC(=O)N(CC(C)C)C1CCS(=O)(=O)C1 (centres undefined),-5,2,5,-2,5,3,2,7,/

Screens (PubChem)
